BH1578 lux ind: inducers of Vibrio cholerae quorum light production without autoinducers, primary screen, BH1578 luxS cqsA deficient, single point. V. cholerae BH1578 lux reporter, luminescence, 6 h. activation, % at 18.7 µM. hit rate 0.16% among 350,000. AID 588436, 2011; in the data active means activation mostly above about 9.7%, no sharp cut-off; further: not every result past the cut was called active; inactives centre near 0; reference of the scale not given here
Anthrax LF prot: Bacillus anthracis LF protease inhibitors, primary screen, biochemical, multiplex microsphere, MLPCN library. multiplex microsphere protease cleavage assay. inhibition, % at 10 µM. hit rate 0.12% among 360,000. AID 588501, 2011; in the data active means inhibition above about 30%; further: plate controls were buffer without enzyme for full effect and enzyme alone for no effect
Target sequence (P15917 whole entry, looked up): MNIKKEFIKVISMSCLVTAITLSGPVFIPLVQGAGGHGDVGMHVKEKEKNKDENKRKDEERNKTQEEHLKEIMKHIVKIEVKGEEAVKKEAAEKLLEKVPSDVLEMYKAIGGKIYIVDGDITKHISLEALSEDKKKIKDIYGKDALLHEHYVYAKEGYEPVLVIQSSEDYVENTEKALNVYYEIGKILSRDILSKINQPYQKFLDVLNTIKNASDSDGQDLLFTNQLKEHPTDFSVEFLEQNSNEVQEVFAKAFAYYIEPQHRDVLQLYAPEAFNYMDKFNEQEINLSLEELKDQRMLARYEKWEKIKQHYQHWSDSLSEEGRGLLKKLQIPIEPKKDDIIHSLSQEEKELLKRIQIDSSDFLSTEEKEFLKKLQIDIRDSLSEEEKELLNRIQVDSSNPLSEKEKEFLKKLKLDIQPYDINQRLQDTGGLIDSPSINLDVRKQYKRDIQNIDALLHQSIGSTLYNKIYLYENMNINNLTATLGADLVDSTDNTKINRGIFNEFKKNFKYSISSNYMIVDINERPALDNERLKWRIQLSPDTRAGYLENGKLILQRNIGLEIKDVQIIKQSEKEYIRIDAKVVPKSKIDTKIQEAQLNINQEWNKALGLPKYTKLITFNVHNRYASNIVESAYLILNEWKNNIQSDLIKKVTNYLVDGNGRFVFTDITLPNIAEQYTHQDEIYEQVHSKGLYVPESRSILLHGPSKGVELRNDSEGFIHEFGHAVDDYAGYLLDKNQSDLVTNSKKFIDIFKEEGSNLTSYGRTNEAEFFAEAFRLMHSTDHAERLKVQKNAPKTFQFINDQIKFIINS
TcdB GH inh: TcdB glycohydrolase inhibitors, primary screen, biochemical, single point, plate reader | Toxin B (Clostridioides difficile), P18177 | inhibition, % at 9.99 µM | hit rate 0.24% among 350,000 | TcdB glycohydrolase enzymatic assay; in the data active means inhibition above about 10%
SSB-PriA inh: inhibitors of Klebsiella pneumoniae PriA binding to SSB C-terminal tail, primary screen, biochemical, AlphaScreen | hit rate 0.6% among 430,000 | AlphaScreen SSBct-PriA binding, biotinylated peptide | inhibition, % at 33 µM; in the data active means inhibition mostly above about 37%, no sharp cut-off; inactive means mostly below about 20%;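 further: plate controls were negative control peptide for no effect and reference peptide for full effect; strong numbers were not always called active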
PfHsp40 yeast: rescue of yeast from PfHsp40 toxicity, primary screen, S. cerevisiae, ATP luminescence | hit rate 0.68% among 340,000 | S. cerevisiae expressing PfHsp40, growth rescue | growth rescue, % at 12.5 µM | AID 504582, 2011; in the data active means growth rescue above about 28%, passing the limit was not always enough;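 further: yeast W303a lacking pdr1 and pdr3 grown in galactose medium; growth measured after three days at 30 °C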
MazF activator: activators of E. coli MazEF toxin-antitoxin RNase, primary screen, biochemical, fluorescence, uHTS | activation, % at 20 µM | hit rate 0.32% among 350,000 | FAM/BHQ RNA-DNA oligo cleavage fluorescence, 5 h | Endoribonuclease toxin MazF (Escherichia coli (strain K12)), P0AE70 | AID 504720, 2011; in the data active means activation above about 50%
Yp Topo-I inh: Yersinia pestis topoisomerase I inhibitors, primary screen, biochemical, cleavage product accumulation, plate reader, single point | DNA topoisomerase I (Yersinia pestis CO92) | Y. pestis Topo-I cleavage product accumulation | activity, % at 10 µM | hit rate 0.064% among 360,000; in the data active means activity above about 50%, passing the limit was not always enough; further: inactives centre near 2
SARS 3CLpro inh: SARS-CoV 3CLpro protease inhibitors, primary screen, biochemical, quenched FRET. recombinant SARS-CoV 3CLpro, quenched FRET peptide cleavage. Replicase polyprotein 1ab (Severe acute respiratory syndrome coronavirus), P0C6X7. inhibition, % at 6 µM. AID 1706, 2009. hit rate 0.14% among 290,000; in the data active means inhibition above about 12%
DUSP3 inh: VHR1 phosphatase inhibitors, primary screen, biochemical, absorbance, uHTS | hit rate 0.52% among 290,000 | recombinant VHR phosphatase, pNPP absorbance | inhibition, % at 13.3 µM; in the data active means inhibition above about 50%; further: some compounds called inactive have numbers as strong as hits
Target sequence (P51452 whole entry, looked up): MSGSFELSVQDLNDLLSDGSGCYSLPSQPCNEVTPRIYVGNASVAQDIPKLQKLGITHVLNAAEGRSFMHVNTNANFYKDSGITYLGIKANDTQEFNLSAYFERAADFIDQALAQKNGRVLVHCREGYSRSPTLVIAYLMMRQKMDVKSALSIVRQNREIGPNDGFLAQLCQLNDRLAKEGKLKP
Rv3671c inh: Rv3671c serine protease inhibitors, primary screen, biochemical, fluorescence polarization, M. tuberculosis H37Rv | P9WHR9 | inhibition, % at 5.96 µM | hit rate 0.048% among 320,000 | AID 2606, 2010; in the data active means inhibition above about 38%;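 further: extracellular domain of Rv3671c used as enzyme; 0% = enzyme with DMSO and 100% = no enzyme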
* = called active by the depositor; i = inactive; . = no result given.

Every second line gives: BH1578 lux ind, Anthrax LF prot, TcdB GH inh, SSB-PriA inh, PfHsp40 yeast, MazF activator, Yp Topo-I inh, SARS 3CLpro inh, DUSP3 inh, Rv3671c inh
#1 Cc1cccc(N(CC(=O)N2CCCCCC2)S(C)(=O)=O)c1C
  i, -24, -0.2, -11, -0.7, 6, -5, 6, 7, .
#2 CCOC(=O)N1CCN(c2cc(C)c(C(C)=O)cc2F)CC1
  i, 0, 0.6, -9, -1.2, -4, -11, -1, -5, 3
#3 O=C(NNC(=O)C(Cl)Cl)c1cnn(-c2ccccc2)c1C(F)(F)F
  -0.4, -2, 0.8, 3, 0.2, -10, -7, -1, 16, -1
#4 Cc1ccc(OCC(=O)N/N=C\c2cn(Cc3ccccc3)c3ccccc23)cc1C
  i, 3, ., ., 0.3, -6, 7, 4, -8, 9
#5 COc1ccccc1C(=O)Nc1ccc(Oc2nnc(-c3ccc(C)cc3)c3ccccc23)cc1
  1.0, -2, ., 2, -0.6, -13, 0, 0, 17, -46
#6 CC(C)(C)Sc1ccc(N)nc1
  -10, -1, ., -13, -0.6, 1, -4, 0, 6, -3
#7 Cc1ccc(-n2cccc2C(=S)N=P(N(C)C)(N(C)C)N(C)C)cc1
  -0.7, 3, ., 3, 1.7, 4, 13, 2, -9, 6
#8 Cc1ccc(SCC(=O)NCCCc2ccccc2)cc1
  i, -2, -0.4, 2, 0.6, 4, 9, 1, 9, 12
#9 COc1cccc(NC(=O)CN(C)C(=O)c2ccc3c(c2)S(=O)(=O)N=C2CCCCCN23)c1
  -10, 10, 1.6, 0, 0.1, -5, -13, ., ., 2
#10 COc1cc2c(C(=O)NCCCN3CCN(c4cccc(Cl)c4)CC3)cn(C)c(=O)c2cc1OC
  i, 0, ., 11, -0.2, 14, 13, -1, 18, 7
#11 Cc1ccc(S(=O)(=O)N=N/C=C2\C=CC=CN2O)cc1
  i, -10, 1.0, ., ., 7, -5, ., ., .
#12 O=C1CC(Cc2ccc(Br)cc2)C(=O)N1c1ccccc1 (stereo not given)
  i, ., 0.0, -9, 0.3, 6, -1, 0, 1, -1
#13 CCc1nnc(NC(=O)CN2C(=O)CCC2=O)s1
  -1.0, -3, ., -25, -0.9, 1, -4, -1, -11, -13
#14 O=C1/C(=C/Nc2ccc3c(c2)OCO3)CCc2ccccc21
  -6.2, 1, ., ., 0.0, -46, -4, -4, 17, -5
#15 CCOc1ccc(S(=O)(=O)Nc2ccc(C(=O)NCC3(N4CCCCC4)CCCCC3)cc2)cc1
  -0.2, ., 0.1, 0, -1.0, 10, 2, ., ., -5
#16 CCC(C(=O)N/N=C/c1cccnc1)c1ccccc1 (stereo not given)
  -0.4, 2, -0.2, ., 0.0, 3, -5, -4, 18, -1
#17 C=COC(=O)NC1CCc2cc(OC)c(OC)c(OC)c2-c2ccc(SC)c(=O)cc21 (stereo not given)
  i, -7, 1.3, 4, -1.2, 5, 20, ., ., .
#18 COC(=O)Oc1ccc(/C=N/NC(=O)CSCc2ccccc2Br)cc1OC
  -0.5, 0, ., ., 0.8, -1, -6, 8, 11, -7
#19 COc1ccc(S(=O)(=O)/N=C2/NC(=O)/C(=C/c3ccco3)S2)cc1
  -0.2, -2, -1.2, ., 2.1, 6, 3, 1, -1, 3
#20 O=C1c2ccccc2-c2onc3ccc(NCCCn4ccnc4)c1c23
  ., ., ., 82, ., -370, ., -1, -16, 131*
#21 Cc1cc(C(=O)COC(=O)c2cc(O)c3ccccc3c2O)c(C)n1CC1CCCO1 (stereo not given)
  -0.4, -8, ., 12, -0.6, -26, -1, 4, 23, .
#22 COc1ccc(NC(=O)CCCC(=O)OCC(F)(F)C(F)F)cc1
  -0.7, -2, ., -4, 0.1, 2, 6, 0, 22, 0
#23 CC[C@]12c3[nH]c4cc(CCC(=O)N(C)C)ccc4c3CCN1C(=O)[C@@H](CC(=O)NCc1ccc(OC)c(OC)c1)C[C@@H]2C(=O)N1CCN(C(=O)C2CC2)CC1
  -0.5, -1, -0.5, 0, -0.3, 3, 13, ., ., .
#24 Cc1cc(C)c(S(=O)(=O)c2ccc(Cl)cc2)c(=O)[nH]1
  -0.6, 3, 1.0, -2, -1.5, 1, 0, 0, -2, 4
#25 O=C1N=C(N2CCOCC2)S/C1=C\c1ccncc1
  -0.3, -8, 3.3, -6, -1.9, 6, -4, 6, 8, 10
#26 CN(C)CCNc1oc(/C=C/c2ccccc2)nc1C#N
  i, 1, ., 1, 1.0, 1, -7, 1, 18, 2
#27 COCCN(C(=O)C1CC1)c1nnc(-c2ccc(C)cc2)s1
  i, -3, ., -20, -0.8, -2, -4, -6, 15, -5
#28 CC(=O)c1ccccc1OCC(=O)Nc1cccc(S(=O)(=O)N2CCCC2)c1
  -0.8, -6, -8.8, 6, -1.9, -6, 1, ., ., -1
#29 COc1ccc(Br)cc1C(=O)Nc1ccccc1N1CCCC1
  0.8, -1, 2.0, -2, 2.1, -1, 8, ., ., 3
#30 COc1ccc(C(=O)N2CCN(C)C(=O)[C@@H]2C)cc1OC1CCN(C(C)=O)CC1
  i, 0, 0.7, -2, 0.4, 3, -7, -2, 16, -1

(list continues)
Every second line gives: BH1578 lux ind, Anthrax LF prot, TcdB GH inh, SSB-PriA inh, PfHsp40 yeast, MazF activator, Yp Topo-I inh, SARS 3CLpro inh, DUSP3 inh, Rv3671c inh
#31 CCOc1ccc2nc(N3CCC(C(=O)Nc4nnc(CC)s4)CC3)sc2c1
  -0.3, -6, 0.8, -2, -0.6, 1, 0, -8, 7, 0
#32 O=C(CCCc1ccccc1)Nc1cccnc1
  -0.4, 2, ., -1, 0.6, 2, -5, 1, -4, 6
#33 CSc1c(CC(=O)NCCCO)n(Cc2ccccc2)c2ccccc12
  -0.8, 7, 2.0, -5, 0.6, -3, 20, -2, 23, -4
#34 O=S(=O)(Cc1ccccc1Cl)c1ncn[nH]1
  -2.6, 3, 0.3, -5, ., -1, -2, 1, 12, -11
#35 CCN(c1ccc(NC(=O)CSc2ccc3c(c2)OCCO3)cc1)C(C)C
  -7.1, -2, -9.5, 14, 0.2, 4, 29, ., ., 3
#36 Cc1ccc(C)c(NC(=O)CN(C)C(=O)c2ccccc2OCc2ccccc2Cl)c1
  i, -4, 0.4, -2, -0.3, 3, 21, ., ., 5
#37 O=C(NC1CCCCCC1)c1cccnc1Sc1ccc(Cl)cc1
  -3.4, 1, -1.1, -1, -0.4, -6, 5, -1, -6, -10
#38 Cc1ccc(C(C(=O)NC2CCCCC2)N(CC2CCCO2)C(=O)CNC(=O)c2cccs2)cc1 (stereo not given)
  -1.5, 0, ., 5, 1.0, 5, -5, -2, 16, -8
#39 Cc1nn(C(=O)CCCn2cc([N+](=O)[O-])cn2)c(C)c1Cl
  -0.4, 4, 0.2, -2, 0.0, -9, 5, -1, 37, -3
#40 CCc1cc2c(=O)[nH]c(CC(N)=O)nc2s1
  2.0, 5, 1.1, -17, -1.7, -13, 7, 0, 11, -2
#41 CCOc1cc(C(=O)CSc2nnc(CNc3ccc(Cl)cc3)o2)ccc1NC(=O)CC
  -0.7, -26, 1.7, -7, -0.2, 5, -3, 2, -4, -5
#42 COc1ccc(Cc2noc(CN(C)Cc3ccc(-n4cccn4)cc3)n2)cc1OC
  i, -2, 1.6, -2, -1.4, 12, 3, 5, 25, -6
#43 COc1ccc(C2/C=C\CN(C(=O)Oc3ccc(C(F)(F)F)cc3)CC(=O)N2Cc2ccc(F)cc2)cc1 (stereo not given)
  -0.6, -1, 1.0, -7, 1.9, -1, -1, ., -4, -7
#44 O=c1c2ccccc2ncn1-c1ccccc1F
  -0.2, 0, -0.4, -13, -0.1, -8, 1, 2, 25, -9
#45 COc1ccc(-c2nc(CS(=O)(=O)CC(=O)NC3CCCCC3C)c(C)o2)cc1 (stereo not given)
  -4.3, -4, -0.5, -3, -0.6, 15, 5, -2, 13, -6
#46 Cc1c(Cl)cccc1Nc1nc(N)nc(CN2CCc3ccccc3C2)n1
  ., -3, ., -1, -0.9, 5, 7, 4, 20, -4
#47 CC1=CC(O)C(O)C2(C)C1CC1OC(=O)CC3C(C)C(O)C(=O)C2C13CO (stereo not given)
  -2.3, -3, ., -5, -1.8, 10, 4, ., ., .
#48 COc1ccc(-c2[nH]n(-c3ccc([N+](=O)[O-])cc3)c(=O)c2C=NCC2CCCO2)cc1 (stereo not given)
  i, 5, 0.8, 2, 0.0, 11, -14, -3, 26, -3
#49 O=C(NCc1ccccc1)c1ccc(S(=O)(=O)N2CCCCCC2)cc1
  i, -3, 0.5, ., ., -1, 21, ., ., .
#50 O=C(Nc1ccccc1)[C@@H]1CC=C[C@@H]2CCN(Cc3ccccc3)C(=O)[C@@H]21
  0.8, 0, 1.8, -5, -1.2, 2, 8, ., ., -3
#51 CC1=NC(=O)C(N=Nc2cccc(O)c2)N1c1ccccc1 (stereo not given)
  -0.9, -9, ., 50, -0.4, 0, -3, 10, 10, 10
#52 COc1ccc(C(=O)Nc2c(F)c(F)c(F)c(F)c2F)c(OC)c1
  i, 2, ., -11, -1.9, -2, -2, 1, 10, -1
#53 COc1ccc(NC(=O)/C(N=Nc2cc(S(=O)(=O)Nc3ccc(OC)cc3)ccc2OC)=C(\C)O)cc1
  -0.6, -4, 0.2, ., -1.8, 14, -2, 4, 22, -7
#54 COc1ccc(-c2ccc(OC)c(OC)c2OC)c(OC)c1OC
  ., 4, 2.5, -13, 0.5, 15, -10, ., ., .
#55 Cc1cccc(OCCCn2c(=O)oc3ccccc32)c1
  -0.6, -3, 1.1, -18, 3.6, 10, 13, 4, 44, -2
#56 CCCc1ccc(-c2csc(NC(=O)Cc3cccs3)n2)cc1
  -0.2, -4, ., -32, -0.5, -1, 1, -3, 20, -10
#57 COc1cc(OC)c2c(-c3ccccc3)cc(=O)oc2c1C(CCN1CCCCC1)c1ccc(N(C)C)cc1 (stereo not given)
  -5.0, -8, ., 74*, -0.4, 6, -12, ., 15, 9
#58 COc1cc(NC(=O)C2=CC(c3ccco3)=NS(=O)(=O)N2C)cc(OC)c1OC
  i, 8, 1.4, 6, -1.1, 1, -6, -2, -14, 10

Copied from above: compounds 57–58
Every second line gives: BH1578 lux ind, Anthrax LF prot, TcdB GH inh, SSB-PriA inh, PfHsp40 yeast, MazF activator, Yp Topo-I inh, SARS 3CLpro inh, DUSP3 inh, Rv3671c inh
#57 COc1cc(OC)c2c(-c3ccccc3)cc(=O)oc2c1C(CCN1CCCCC1)c1ccc(N(C)C)cc1 (stereo not given)
  -5.0, -8, ., 74*, -0.4, 6, -12, ., 15, 9
#58 COc1cc(NC(=O)C2=CC(c3ccco3)=NS(=O)(=O)N2C)cc(OC)c1OC
  i, 8, 1.4, 6, -1.1, 1, -6, -2, -14, 10

This is a subset, so the mix of outcomes need not match the whole.
